12-LOX inh: inhibitors of human 12S-lipoxygenase ALOX12; P18054; purified 12hLO, xylenol orange hydroperoxide absorbance; Potency, µM (titrated, usually from 108 µM), for inactives: at the highest dose activity change, negative = inhibition, usual class: inhibitors; 1.1% of 580,000 active; active = well fitted inhibition curve with a large enough effect; inconclusive = small, poorly fitted or top-dose-only effect, or another doubt; inactive = no such curve, though single readings can be large or run the other way
Target sequence (P18054 whole entry, looked up): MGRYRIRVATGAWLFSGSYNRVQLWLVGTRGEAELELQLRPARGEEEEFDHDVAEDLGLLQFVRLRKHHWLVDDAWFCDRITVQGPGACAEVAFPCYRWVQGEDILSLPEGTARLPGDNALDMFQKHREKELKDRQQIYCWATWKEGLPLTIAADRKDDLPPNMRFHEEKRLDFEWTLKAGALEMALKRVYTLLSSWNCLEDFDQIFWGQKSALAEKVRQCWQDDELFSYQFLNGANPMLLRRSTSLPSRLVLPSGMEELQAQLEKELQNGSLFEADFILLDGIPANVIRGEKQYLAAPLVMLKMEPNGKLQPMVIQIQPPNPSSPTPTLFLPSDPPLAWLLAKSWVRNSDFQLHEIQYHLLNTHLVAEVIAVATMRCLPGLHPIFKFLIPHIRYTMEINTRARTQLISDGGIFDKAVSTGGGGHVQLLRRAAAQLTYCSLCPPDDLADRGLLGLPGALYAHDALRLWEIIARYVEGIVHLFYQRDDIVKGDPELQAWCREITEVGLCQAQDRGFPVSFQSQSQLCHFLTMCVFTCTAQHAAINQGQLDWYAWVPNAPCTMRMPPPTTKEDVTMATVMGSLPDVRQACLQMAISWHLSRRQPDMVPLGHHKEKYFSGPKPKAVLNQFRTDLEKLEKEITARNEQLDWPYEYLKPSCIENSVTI
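Hydroperoxide product was detected by ferrous iron/xylenol orange as the 573 to 405 nm absorbance ratio. Arachidonic acid at 40 uM (final) was turned over for 30 min at room temperature by 150 nM human 12hLO, pH 7.0 Hepes buffer, after 15 min compound preincubation.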
* hit, by the source's call; u = inconclusive; [ ] = dose if it differs, or a comment. % is scaled to controls: 0 for no effect and ±100 for the full control effect; potency is read from the fitted curve at half-maximal effect. Some of the compounds tested; the hit share may differ from the screen's.

12-LOX inh | SMILES
-11% | COCOCCn1cc(CN2CCS(=O)(=O)N(Cc3ccc(-c4ccc(Cl)cc4)cc3)C(CC(C)C)C2=O)nn1 (stereo not drawn)
8% | Cc1cc(C)c(S(=O)(=O)N2C[C@H]3CON(C)[C@H]3C[C@H]2c2ccc(-n3ccnc3)cc2)c(C)c1
u | CCSc1nc(N2CCCCC2)c2c3c(sc2n1)COC(C)(CC)C3 (stereo not drawn)
-8% | COc1ccc(-c2nc(CS(=O)(=O)CC(=O)NCc3ccc(OC(C)C)cc3)c(C)o2)cc1
32%[activator] | Cc1nc(C)c(C(=O)N2CCC3(CC2)CC(N(C(=O)NC(C)C)C2CC2)CCO3)s1 (stereo not drawn)
-23% | CC1(C(=O)NCc2ccc3c(c2)OCO3)CCN1C(=O)CCc1ccc(Cl)cc1Cl (stereo not drawn)
-23% | O=C1[C@@H]2C[C@@H](CN2C(=O)C2CCOCC2)Oc2ccccc2N1Cc1ccc(OC(F)(F)F)cc1
50%[activator] | CN1CCN(C(=O)CCCOc2ccccc2)CC12CCNC(=O)CC2 (stereo not drawn)
45%[activator] | Cc1cnc(C2CC2)n1C1CCN(C(=O)CC(C)C)CC1
25% | O=C1CCN(Cc2ccncc2)CCCC(C(=O)NCc2cccc(C(F)(F)F)c2)CCN1 (stereo not drawn)
-3%[176 µM] | O=C(c1ccc(-c2ncc3cnc(-c4ccccc4)cn23)cc1)N1CCS(=O)(=O)CC1
u | CC(NC(=O)COc1ccccc1C#N)C12CC3CC(CC(C3)C1)C2 (stereo not drawn)
14% | CC(C)(C)NC(=O)CNc1nc(-c2ccncc2)nc2ccccc12
21%[176 µM] | COc1ccccc1C(=O)N1CC2(C1)NC(=O)c1ccccc1O2
-6% | COc1ccc2c(C)c(CC(=O)N3CCCC3)c(=O)oc2c1OC

Sorted by molar mass (high to low): 3 of the compounds above
12-LOX inh | SMILES
-11% | COCOCCn1cc(CN2CCS(=O)(=O)N(Cc3ccc(-c4ccc(Cl)cc4)cc3)C(CC(C)C)C2=O)nn1 (stereo not drawn)
-6% | COc1ccc2c(C)c(CC(=O)N3CCCC3)c(=O)oc2c1OC
21%[176 µM] | COc1ccccc1C(=O)N1CC2(C1)NC(=O)c1ccccc1O2

(continued)
12-LOX inh | SMILES
u | O=C1OCCOC2CCCc3oc(C4=CCCCC4)c1c32 (stereo not drawn)
u | O=C(NCCn1cc(C2CCCNC2)nn1)c1ccc(F)cc1 (stereo not drawn)
-30% | CCS(=O)(=O)N(C)C[C@@H]1OCc2ccccc2-c2c(n(C)c3ccccc23)C(=O)N([C@H](C)CO)C[C@@H]1C
-8% | CCCCC[C@H]1CCCCC[C@H](O)C[C@H](O)[C@@H](O)/C=C/C(=O)O1
3% | CN(Cc1ccccc1)C(=O)CN1CCN(S(=O)(=O)c2ccccc2F)CC1
43%[activator][176 µM] | Cn1c(C(=O)NCCc2cnc[nH]2)nc2nc(-c3ccccc3)c(Cl)cc21
u | COC(=O)c1ccccc1SCC(=O)C12CC3CC(CC(C3)C1)C2
-4% | CCC(C)NC(=O)C(NC(=O)c1ccc(C)cc1)C1CCN(C(=O)c2ccc(F)cc2)CC1 (stereo not drawn)
u | CCN(CC)C1(Cc2cc(COC)on2)COC1
10% | Cn1ncc(N2CCC(CNC(=O)CCN3CCCCC3=O)C2)cc1=O (stereo not drawn)
17% | COc1cc(C2CC(=O)Oc3c2c(=O)[nH]c2ccccc32)cc2c1OCO2 (stereo not drawn)
40%[activator] | Cc1ccc(NC(=O)c2ccc3c(c2)N(C)C2CCCCN2C3=O)cc1 (stereo not drawn)
u | CC1(C)CC(=O)C2=C(C1)N(c1ccccc1F)C(=O)CC2c1ccc(Cl)cc1 (stereo not drawn)
u | Cc1ccccc1NC(=O)c1ccc2c(c1)NC(=O)CS2
u | O=C(O)C(c1c[nH]c2cc(F)ccc12)N1CCN(c2ccccc2)CC1 (stereo not drawn)
149%[activator] | COc1cccc(CN2CC[C@H]3C(=O)NCCCCCCN(Cc4ccncc4)[C@@H]3C2)c1OC
0%[176 µM] | COCCn1c(=O)c2c(n1Cc1ccccc1)CN(Cc1ccc(C(C)C)cc1)CC2
-4% | COc1ccc(C(=O)COC(=O)/C=C/c2c(Cl)nc3sccn23)cc1Br
10% | COc1ccc(C(=O)NC[C@H]2O[C@@H](n3cnc4c(N)ncnc43)[C@H](O)[C@@H]2O)cc1OC
u | Cc1ccccc1C(=O)NCCN1CCC(n2c(=O)[nH]c3ccccc32)CC1
18% | CN1CCN(C(=O)C2CCCCC(=O)N2)CC1 (stereo not drawn)
4% | Cc1cc(=O)oc2c(C)c(OCC(=O)NCCN(C)C)ccc12
u | COc1cccc(C2NC(=S)N(Cc3ccccc3)C(C)=C2C(C)=O)c1 (stereo not drawn)
3% | CCCCCc1ccc(-c2ccc(-c3ccc(O)cc3)nc2)cc1
-5% | COc1cccc(C(=O)Nc2ccc3c(c2)OC[C@H](C)N(C(=O)C2CCCC2)C[C@@H](C)[C@@H](OC)CN(C)C3=O)c1
4% | CCN(CC)C(CNS(=O)(=O)c1cccc(C#N)c1)c1ccsc1 (stereo not drawn)
8% | Cc1ccccc1-c1nc(C2CC(=O)N(c3ccc(F)cc3)C2)no1 (stereo not drawn)
13% | COCCOC1CN(C2CCN(C(=O)CC3CCN(C(C)=O)CC3)CC2)C12CCCCC2 (stereo not drawn)
23% | O=C(N/N=C/c1cc(Br)cs1)c1cccc(Br)c1
-31% | Cc1cc(O)c2c(C)c(CC(=O)NCCN3CCOCC3)c(=O)oc2c1

Three entries already listed, ordered by the value under 12-LOX inh, descending:
SMILES	12-LOX inh
COCCOC1CN(C2CCN(C(=O)CC3CCN(C(C)=O)CC3)CC2)C12CCCCC2 (stereo not drawn)	13%
CCCCCc1ccc(-c2ccc(-c3ccc(O)cc3)nc2)cc1	3%
Cc1cc(O)c2c(C)c(CC(=O)NCCN3CCOCC3)c(=O)oc2c1	-31%

Four neighbouring compounds already listed, quoted:
12-LOX inh | SMILES
8% | Cc1ccccc1-c1nc(C2CC(=O)N(c3ccc(F)cc3)C2)no1 (stereo not drawn)
13% | COCCOC1CN(C2CCN(C(=O)CC3CCN(C(C)=O)CC3)CC2)C12CCCCC2 (stereo not drawn)
23% | O=C(N/N=C/c1cc(Br)cs1)c1cccc(Br)c1
-31% | Cc1cc(O)c2c(C)c(CC(=O)NCCN3CCOCC3)c(=O)oc2c1

(further entries)
12-LOX inh | SMILES
2%[6.33 µM] | CCCC(=O)N1Cc2ccccc2CC2(CCN(Cc3ccc(O)cc3)C2)C1 (stereo not drawn)
26% | Cc1ccc(CCC2CCN(C(=O)c3cccc(C#N)c3)CC2)cc1
u | CNC(=O)c1c(NC(=O)c2nn(-c3ccc(Cl)cc3)ccc2=O)sc2c1CCCC2
9% | N#Cc1nc(-c2ccc(F)cc2)oc1N1CCN(c2ccccc2)CC1
-30% | COc1ccc(C(=O)c2sc(Nc3ccc(C)cc3)nc2N)cc1OC
4% | COc1cccc(CNC(=O)[C@@H]2CCCN2)c1
u | CCNC(=S)Nc1ccccc1Cl
11% | Cc1cc(F)ccc1NC(=O)C1CN(S(C)(=O)=O)CC12CCCCC2 (stereo not drawn)
7% | Cc1cccc(OCc2ccc(C(N)=O)cc2)c1
1% | CN(CC(=O)Nc1ccc(Cl)c(Cl)c1)C(=O)c1ccc2ccccc2c1
9% | Cn1c(=O)[nH]c(=O)c2c1nc(Nc1cccc(Cl)c1Cl)n2CC(=O)O
-13% | NC(=O)c1nn(CC(O)COc2ccc3ccccc3c2)c(=O)c2ccccc12 (stereo not drawn)
-4% | Cc1ccccc1NC1(c2nnnn2-c2ccccc2)CCCCC1
7% | Cc1noc(C)c1NC(=O)N1CCC(c2n[nH]c(=O)n2-c2ccccc2)CC1
36%[activator] | Cc1ccc(-c2ccc3nnc(CNC(=O)c4ccc(F)c(F)c4)n3n2)cc1C
-18% | CN1CCN(c2oc(-c3ccco3)nc2C#N)CC1
u | CCCc1nc2c3ccccc3ccn2c1CC(C)(C)C
7% | c1cncc(OC2CCN(Cc3ccc4c(c3)CN(Cc3nc5ccccc5s3)CCO4)CC2)c1
-19% | O=C(Nc1ccccc1SC1CCCC1)C1CCCC1
-12% | COc1ccc(CNc2nc(C)nc3sc4c(c23)CCC4)cc1OC
19% | CCNC(=O)C1(C)CCCN(C(=O)c2cc3ccccc3s2)C1 (stereo not drawn)
u | CC(C)NC(=O)C1(C)CCCN1C/C=C/c1ccccc1 (stereo not drawn)
2% | O=C(O)C1CCCN(Cc2ccccc2OCCCN2CCOCC2)C1 (stereo not drawn)
57%[activator] | COc1cccc(NC(=O)Cn2nc3n(c2=O)CCCC3)c1
-13% | COCc1cc(N2CCN(C(=O)OC(C)(C)C)C[C@@H]2C)ccc1N1C[C@@H](C)O[C@@H](C)C1
32µM* | COc1ccc(-c2nc3c(C)cc(Br)cn3c2CC(C)(C)C)cc1OC
23% | CCCNC(=O)N1CCC2(CC1)NCCc1c2[nH]c2ccccc12
27%[176 µM] | Cn1cccc1CN1CC2(C1)NC(=O)c1ccccc1O2
u | O=C(c1ccc(Cl)cc1)N1CC2(CCCN2CC2CCCCC2)Cc2ccccc21 (stereo not drawn)
u | Cc1nn(C)c(C)c1CCC(=O)N1CCc2[nH]cnc2C1C(=O)O (stereo not drawn)
u | O=C(CCN1c2ccccc2Sc2ccccc21)N1CCCC(c2nc(C3CCOCC3)no2)C1 (stereo not drawn)
8% | Cc1ccccc1S(=O)(=O)N1CCn2c(nn(CC3CC3)c2=O)C1
u | COc1ccc(Cn2cc(CN3CC(N4CCN(CCN(C)C)CC4)CS3(=O)=O)nn2)cc1 (stereo not drawn)
u | CC(=O)NC12CC3CC(C1)CC(C(=O)NC1CCSCC1)(C3)C2
0% | Nc1ccc(CNC(=O)c2cc3cc(Cl)ccc3nc2N)cc1
-20% | CCCc1ccc(C(O)c2ncc(-c3cccc(F)c3)[nH]2)cc1 (stereo not drawn)
24% | Cc1ccccc1C(=O)NC1CCN(c2cc(-c3cccs3)[nH]n2)C1 (stereo not drawn)
43%[activator][176 µM] | O=C(c1ccccc1)N1Cc2[nH]cnc2C[C@H]1c1nc(-c2ccncc2)no1
9% | Cc1cc(C)c(NC(=O)CSc2nncn2C)c(Cl)c1
u | Cc1ccc2nc(-c3ccco3)c(CC(C)(C)C)n2c1
15% | CCC1(CC)NC(=O)N(CC(=O)Nc2cccc3cccnc23)C1=O
37% | COCCNC(=O)[C@@H]1C[C@H](Oc2cccnc2)CN1C(=O)Cc1c[nH]c2ccccc12
14% | O=C(c1cccs1)N1CCCN(c2cc(-c3ccc(Cl)cc3)[nH]n2)CC1
45µM* | Cc1ccc(-c2ccc(CN3C(C(C)C)C(=O)N(Cc4cn(Cc5ccco5)nn4)CCS3(=O)=O)cc2)cc1 (stereo not drawn)
u | Nc1nc(Cl)nc(Nc2cccc(Cl)c2)c1[N+](=O)[O-]
-2% | CC(C)c1ccc(NC(=O)O[C@@H]2CO[C@H]3[C@@H]2OC[C@@H]3NS(=O)(=O)c2cccs2)cc1
9% | O=C(NCCc1cccs1)c1cccc2c1CCN2C(=O)Nc1ccc(F)cc1
22% | COCc1noc(CC2CCOC3(CCN(C(=O)NCc4ccc(OC)cc4)CC3)C2)n1 (stereo not drawn)
-1% | CC(Oc1ccc(C(C)C)cc1)C(=O)Nc1ccc(-n2cnnn2)cc1 (stereo not drawn)
-2% | Cc1[nH]c(SCC(=O)NCCc2ccccc2F)nc1Cc1ccccc1
-15% | CCC1(C2CCN(Cc3cccc4ccccc34)CC2)NC(=O)N(Cc2ccc3c(c2)OCO3)C1=O (stereo not drawn)
12% | O=C(N[C@@H]1CN(c2ncccn2)C[C@H]1CO)c1ccoc1
u | CC(C)c1nnsc1CN1CCn2nc(CCC(=O)N3CCCC3)cc2C1
52% | Cc1ccc(NC(=O)C2CCCCC2)c(C)c1
u | COCC1(CNCc2ccc(F)cc2)C[C@@H](O)[C@@H](O)C1 (stereo partly drawn)
u | Cc1c(Cl)cccc1NC(=O)NCC1CCN(CCc2ccccc2)C1 (stereo not drawn)
13% | COC(=O)CN1C(=O)CSc2ccc(S(=O)(=O)Nc3cccc(OC)c3)cc21
125%[activator][176 µM] | Cc1noc(C)c1-c1cc2c(cc(C)n2C)c(NCc2ccncc2)n1
-5% | O=C(c1nc(-c2cc(Cl)cc(Cl)c2)c2ccccn12)N1CCOCC1
55% | CCCCc1c(C)[nH]n(-c2nc(C)c(C(=O)Nc3ccc(C)cc3)s2)c1=O

Continuation:
12-LOX inh | SMILES
9% | CN1CCC2(CC1)CN(C(=O)c1cnccn1)Cc1ccccc1O2
-6% | CCn1c(N2CCN(Cc3ccc(F)cc3)CC2)nc2c1c(=O)[nH]c(=O)n2C
52%[activator] | O=C(c1ccc(CC2CCCNC2)cc1)N1CCc2nc[nH]c2C1 (stereo not drawn)
u | COc1cc([C@@H]2CC(=O)C3=C(C2)Nc2[nH][nH]c(=O)c2[C@H]3c2ccc(N(C)C)cc2)cc(OC)c1OC
u | CS(=O)(=O)c1ccc(OCC2(CNCc3cccnc3)C[C@@H](O)[C@@H](O)C2)cc1 (stereo partly drawn)
-3% | COc1ccc(NC(=O)c2ncoc2-c2ccc(OC)c(OC)c2)cc1OC
15% | CC1(C(=O)NCc2cccs2)Cc2c(-c3ccc4c(c3)OCO4)ccnc2O1 (stereo not drawn)
4% | Cc1c(-c2cccc(Cl)c2)nc2ccccc2c1C(=O)NC1CCCCC1C (stereo not drawn)

An excerpt of these results, as tab-separated lines:
Structure	12-LOX inh
Cc1noc(C)c1NC(=O)N1CCC(c2n[nH]c(=O)n2-c2ccccc2)CC1	7%
Cc1ccc(-c2ccc3nnc(CNC(=O)c4ccc(F)c(F)c4)n3n2)cc1C	36%[activator]
CN1CCN(c2oc(-c3ccco3)nc2C#N)CC1	-18%
CCCc1nc2c3ccccc3ccn2c1CC(C)(C)C	u
c1cncc(OC2CCN(Cc3ccc4c(c3)CN(Cc3nc5ccccc5s3)CCO4)CC2)c1	7%

Bioassay records from PubChem BioAssay.
